Vif-A3G inh: blocks the Vif interaction with human APOBEC3G | Q9HC16 | AID 602310 | HeLa A3G-eYFP + Vif (tagged APOBEC3G with the HIV-1 protein that degrades it), YFP fluorescence, overnight | Potency, µM (highest dose often 46.1 µM), inactives show at the highest dose activity, negative = active, usual class: inhibitors | 410,000 compounds, 0.076% hits;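 also: % is scaled to controls: 0 for no effect and ±100 for the full control effect; nearly all actives have a fitted effect of over 60% in size; hits raise eYFP signal because A3G escapes Vif-driven loss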
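Read-out is eYFP fluorescence (Ex 488/Em 500-530) from Vif-expressing HeLa A3G-eYFP cells; more signal means A3G escaped Vif-mediated degradation. Cells plated overnight, compound pinned in, incubated overnight at 37 deg C.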
RGS4 inh: blocks human RGS4-accelerated GTP hydrolysis | P49798 | Transcreener GDP fluorescence polarization, RGS4-accelerated GTP hydrolysis | Potency, µM (series often up to 114 µM), for inactives: top-dose activity change, negative = inhibition, hits mostly inhibitors | 390,000 compounds, 0.039% hits | AID 504845; also: % is scaled to controls: 0 for no effect and ±100 for the full control effect; nearly all actives have a fitted effect of over 75% in size; some results filed as inactive show a strong effect at the top dose
Target sequence (P49798 whole entry, looked up): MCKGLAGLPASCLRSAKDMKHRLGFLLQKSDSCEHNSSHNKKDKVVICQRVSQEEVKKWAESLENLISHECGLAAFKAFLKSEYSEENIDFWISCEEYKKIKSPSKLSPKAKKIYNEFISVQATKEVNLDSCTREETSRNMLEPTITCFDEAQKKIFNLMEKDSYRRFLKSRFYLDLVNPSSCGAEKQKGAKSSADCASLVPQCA
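MLSMR compounds (23 nl, pin-transferred) preincubated 10 min at room temperature with a 500nM (2x) first reagent, then RGS4 at 900nM (2x) plus Transcreener GDP mix added; fluorescence polarization (620/688 nm) read before and after 90 min at 30 °C.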
rTrxR1 inhibitor: rat TrxR1 inhibition; 390,000 compounds, 1% hits; O89049; Potency, µM (top dose mostly 114 µM), for inactives: at the top dose activity change, negative = inhibition, usual class: inhibitors; recombinant rTrxR1, NADPH fluorescence consumption, selenite substrate; also: % is scaled to controls: 0 for no effect and ±100 for the full control effect; nearly all actives have a fitted effect of over 65% in size
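Rat TrxR1 (90 nM in the dispensed reagent) was pre-reduced with 400 uM NADPH for 5 min at room temperature, then incubated with compound for 15 min. After 400 uM selenite was added, NADPH fluorescence (Ex 340/Em 450 nm) was followed for 8 min.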
Vif-APOBEC3F blk: Vif-A3F binding inhibition; Potency, µM (titrated, usually from 46.1 µM), for inactives: top-dose activity, negative = active; HeLa A3F-eYFP + Vif (tagged APOBEC3F with the HIV-1 protein that degrades it), YFP fluorescence increase; 390,000 compounds, 0.2% hits; also: % of control where 0% means no effect; nearly all actives have a fitted effect of over 65% in size
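Fluorescence increase (Ex 488/Em 500-530) after overnight compound treatment at 37 deg C flags inhibition of Vif-driven A3F-eYFP loss in stable HeLa A3F-eYFP/Vif cells seeded overnight beforehand.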
RXFP1 agonist: RXFP1 (human) receptor agonism | Q9HBX9 | HEK293T-RXFP1 cAMP TR-FRET, 30 min; response scale: percent of porcine relaxin response, buffer zero | Potency, µM (series often up to 57.5 µM), for the others: top-dose activation, hits mostly activators | 370,000 compounds, 0.3% hits | AID 2676; also: % is scaled to controls: 0 for no effect and ±100 for the full control effect; nearly all actives have a fitted effect of over 60% in size; many of its hits are not listed in these tables
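HEK293T cells stably expressing RXFP1 were pretreated with the PDE4 inhibitor Ro 20174, exposed to compounds for 30 min at 37C, lysed, and cAMP was read by TR-FRET. Data normalized to buffer (basal) and 29 nM porcine relaxin (100%).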
TrxR1 substrate: rat thioredoxin reductase 1 substrate activity. AID 588456. Potency, µM (top dose mostly 114 µM), without a hit: top-dose activity change, negative = substrate turnover. 390,000 compounds, 0.01% hits. O89049. purified TrxR1 substrate turnover, NADPH consumption readout; also: % is scaled to controls: 0 for no effect and ±100 for the full control effect; nearly all actives have a fitted effect of over 50% in size
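Rat TrxR1, dispensed at 90 nM, was prereduced with 400 uM NADPH (final) for 5 min at ~22 deg C, then incubated with compound 15 min before 400 uM selenite. A first-read NADPH fluorescence drop versus no-compound background flagged substrates.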
ALOX12 inh: blocks human arachidonate 12S-lipoxygenase; P18054; purified 12hLO, xylenol orange hydroperoxide absorbance; Potency, µM (series often up to 108 µM), inactives show at the top dose activity change, negative = inhibition, actives largely listed as inhibitors; 580,000 compounds, 1.1% hits; AID 1671190; also: % is scaled to controls: 0 for no effect and ±100 for the full control effect
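Purified human 12hLO at 150 nM in 25 mM Hepes, 0.01% Triton X-100, pH 7.0, preincubated 15 min at room temperature with compound. Reaction started with 40 uM arachidonic acid, 30 min at room temperature. Hydroperoxide measured by Fe-xylenol orange, 573/405 nm absorbance ratio.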
IDH1 R132H inh: blocks human mutant IDH1 R132H enzyme. O75874. IDH1-R132H enzyme, NADPH consumption, diaphorase/resazurin fluorescence. Potency, µM (top dose mostly 76.6 µM), without a hit: at the top dose activity change, negative = inhibition, usual class: inhibitors. 390,000 compounds, 0.093% hits. AID 602179; also: % is scaled to controls: 0 for no effect and ±100 for the full control effect; nearly all actives have a fitted effect of over 65% in size
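IDH1-R132H (0.5 ug/mL) preincubated 30 min with compound, then NADPH (0.016 mM) and alpha-KG (2 mM) added; 80 min at RT, pH 7.5. Remaining NADPH coupled via diaphorase/resazurin to fluorescence (540/590 nm); concentration-response curves normalized to no-enzyme control.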
USP1-UAF1 inh: blocks the human USP1/UAF1 deubiquitinase complex. AID 743255. recombinant USP1/UAF1, Ub-Rhodamine cleavage fluorescence. Potency, µM (highest dose often 57.1 µM), for the others: at the highest dose activity change, negative = inhibition, most hits filed as inhibitors. 390,000 compounds, 0.23% hits. O94782; also: % is scaled to controls: 0 for no effect and ±100 for the full control effect; nearly all actives have a fitted effect of over 60% in size; inactives centre near -12
Target sequence (O94782 whole entry, looked up): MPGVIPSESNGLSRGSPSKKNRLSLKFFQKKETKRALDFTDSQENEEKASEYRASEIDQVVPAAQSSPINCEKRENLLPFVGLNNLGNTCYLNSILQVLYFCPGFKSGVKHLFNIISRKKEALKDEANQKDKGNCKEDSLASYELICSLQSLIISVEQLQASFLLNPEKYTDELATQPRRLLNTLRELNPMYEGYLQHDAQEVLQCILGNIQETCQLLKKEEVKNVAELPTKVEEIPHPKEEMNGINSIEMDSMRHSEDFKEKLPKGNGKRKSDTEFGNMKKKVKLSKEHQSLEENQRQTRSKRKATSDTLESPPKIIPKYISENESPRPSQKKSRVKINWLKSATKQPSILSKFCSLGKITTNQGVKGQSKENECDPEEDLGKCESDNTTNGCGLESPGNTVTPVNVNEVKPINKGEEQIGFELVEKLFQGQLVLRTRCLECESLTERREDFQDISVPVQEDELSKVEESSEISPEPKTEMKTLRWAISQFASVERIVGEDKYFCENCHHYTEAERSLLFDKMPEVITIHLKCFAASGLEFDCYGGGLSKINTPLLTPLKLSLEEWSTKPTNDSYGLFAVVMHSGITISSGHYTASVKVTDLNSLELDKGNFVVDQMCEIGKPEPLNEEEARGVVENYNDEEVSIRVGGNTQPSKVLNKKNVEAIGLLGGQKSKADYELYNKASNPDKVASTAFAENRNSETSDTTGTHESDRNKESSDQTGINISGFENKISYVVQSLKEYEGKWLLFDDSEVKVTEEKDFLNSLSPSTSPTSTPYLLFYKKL
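In this screen, compounds sit with the deubiquitinase complex (1nM) for 15 min at room temperature before Ub-Rho is added at 150nM final. Fluorescence rise is then followed for 6 reads every 60 seconds.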
Numbers without * were called inactive; i = inactive; ? = inconclusive; . = no result given; & = joins results of further samples; [ ] = remark or other dose. Calls follow the shape of the dose curve; as a rule, active = well fitted curve in the direction sought with a large enough effect; inconclusive = small, poorly fitted or top-dose-only effect, or another doubt; inactive = no such curve, though single readings can be large; an effect the other way counts as inactive or inconclusive. Potency is read from the fitted curve at half-maximal effect.

Each structure is followed by: Vif-A3G inh, RGS4 inh, rTrxR1 inhibitor, Vif-APOBEC3F blk, RXFP1 agonist, TrxR1 substrate, ALOX12 inh, IDH1 R132H inh, USP1-UAF1 inh
CCC(=O)N1CCc2cc(CNC(=O)Nc3cc(OC)c(OC)c(OC)c3)ccc21
    -4%, -24%, 15%[57.1 µM], 4%, 0.7%, 6%[57.1 µM], -6%, -9%, -25%
O=C(Nc1ccc(S(=O)(=O)N2CCCCC2c2cccnc2)cc1)c1c(F)cccc1F (stereo not drawn)
    2%, -43%, 8%, 0%, 0.4%, 1%, -13%, 6%, -18%
CCOC(=O)N1CCC(NC(=O)CS(=O)Cc2nc(-c3ccc(OC)c(OC)c3)oc2C)CC1 (stereo not drawn)
    0%, -1%, -20%, 0%, -0.1%, 5%, -26%, 3%, -21%
Cn1cnnc1SCC(=O)Nc1ncc(C(F)(F)F)cc1Cl
    -4%, -3%, 4%, -23%, -0.6%, 1%, -11%, -8%, -10%
COc1ccc(C)cc1NC(=O)CSc1ccc(-c2sc(C)nc2C)nn1
    0%, 9%, 6%, -5%, 2.8%, -4%, 20%, -13%, -25%
O=C(N/N=C/c1cccc(OCc2ccccc2)c1)c1ccc(Br)cc1
    -3%, -11%, 7%, -9%, -1.6%, 5%, -1%, 5%, -10%
COc1ccc(CN(C)C(=O)c2ccc3c(=O)n4c(nc3c2)CCC4)c(OC)c1
    -4%, 3%, 10%, -23%, 1.6%, 2%, 7%, -1%, -6%
COC(=O)[C@@]12CCCCN1[C@H](c1ccc(-c3ccc(F)cc3)cc1)[C@H]1C(=O)N(C)C(=O)[C@H]12
    -15%, -9%, 4%[57.1 µM], 1%, ., 5%[57.1 µM], -5%, 4%, -27%
COc1ccc(CCNC(=O)c2ccc(Cn3c(=O)c4ccccc4n(CC(=O)C(C)(C)C)c3=O)cc2)cc1OC
    -2%, -7%, 22%, -1%, -1.8%, 8%, -3%, -6%, -28%
COc1ccc(Br)cc1CN1CCN(c2ncccn2)CC1
    1%, 8%, 2%, -16%, ., 1%[57.1 µM], ?, 3%, -19%
CCOC1(OCC)C(c2ccc(Cl)cc2)C(C#N)(C#N)C1(OCC)OCC (stereo not drawn)
    -20%, -10%, 15%[57.1 µM], -4%, -0.4%, 3%[57.1 µM], -25%, 6%, -9%
Cc1ccc(C)c(N(C)C(=O)c2cc3c(=O)[nH]c4ccc(C)cc4c3s2)c1
    1%, 22%, 1%, 4%, 2.8%, 3%, -8%, 21µM*, -16%
O=C(c1ccc(Cl)c(S(=O)(=O)N2CCCC2)c1)N1CCN(c2ncccn2)CC1
    0%, -12%, 26%[57.1 µM], 15%, 2.2%, -4%[57.1 µM], -5%, 1%, -10%
CC(C)Cn1c(=O)c2sccc2n2c(CCCC(=O)N3CCN(c4ccc(F)cc4)CC3)nnc12
    6%, -26%, 24%, 8%, 4.6%, 5%, -25%, 16%, -4%
COc1ccccc1CNCC(=O)Nc1ccccc1-n1cccc1
    -4%, -7%, 26%, -3%, -0.4%, 12%, -24%, 11%, -16%
CCOCCCN1C(=O)C(=O)N(CC(=O)N2c3ccccc3NC(=O)CC2C)C1=O (stereo not drawn)
    1%, -34%, -1%, 9%, 0.6%, -6%, -14%, 1%, -16%
COc1ccccc1CNC(=O)c1sccc1-c1ccccc1
    -3%, 3%, 12%, -12%, -4.2%, 6%, -11%, -3%, -4%
CNC(=O)c1ccsc1NC(=O)c1coc2ccccc2c1=O
    -1%, -43%, 5%, 1%, -0.7%, -1%, -7%, -1%, -19%
Cc1ccccc1OCC(=O)Nc1cnn(CCCC(=O)O)c1
    0%, 9%, 17%, 4%, 4.9%, 4%, -20%, -3%, -24%
O=C(c1ccccc1)c1cn(Cc2ccc(F)cc2)c2ccccc2c1=O
    ?, 3%, 2%, -3%, -0.5%, -1%, 8%, -9%, -8%
O=C(COC(=O)c1cc[n+]([O-])cc1)Nc1ccccc1Cl
    -1%, 6%, 15%[57.1 µM], 9%, 0.8%, 5%, -4%, 3%, -3%
CCS(=O)(=O)c1ccc2c(c1)NC(=O)C(CCO)O2 (stereo not drawn)
    1%, -33%, 12%[57.1 µM], -2%, -1.0%, 7%[57.1 µM], 5%, 7%, -15%
O=C(OCC(=O)N1CCCC1)c1cc([N+](=O)[O-])ccc1Cl
    3%, -10%, -2%, 5%, 2.6%, 1%, -4%, 6%, -25%
COc1cccc(/C=N/NC(=O)CNC(=O)c2cccs2)c1O
    -3%, 11%, 11%, -25%, 1.1%, -1%, 18%, -8%, -4%
CCOC(=O)CSc1n[nH]c(-c2cccnc2)n1
    -1%, 16%, 14%, -5%, -0.1%, 3%, ?, 0%, -7%
COc1ccc(/C=C/c2ccncc2)c2ccccc12
    ?, -5%, 10%, -16%, -0.7%, -9%, ., 0%, -15%
Cc1cc(C(=O)Nc2c(C)n(C)n(-c3ccccc3)c2=O)cs1
    -5%, -17%, 8%, 1%, -0.5%, 12%, -18%, -1%, -9%
Cc1ccc(S(=O)(=O)N2CCC(C(=O)N3CCN(c4ccccn4)CC3)CC2)cc1C
    -4%, ., ., 2%, ., ., 1%, 3%, -27%
O=C(NCCc1ccccc1)[C@@H]1CC=C[C@@H]2CCN(Cc3ccccc3)C(=O)[C@@H]21
    1%&0%, -11%, 12%&16%, -1%, ., 4%&-1%, 0%, 4%, -18%
O=C(c1cn[nH]c1)c1cc(F)ccc1O
    1%, -13%, -15%, -5%, 0.6%, -13%, 0%, 3%, 5%
Cn1c(=O)c2c(-c3ccccc3)n(C3CCCCC3)cc2n(C)c1=O
    2%, 18%, 23%[57.1 µM], 7%, -0.6%, 13%[57.1 µM], ?, 2%, -5%
O=S(=O)(N/N=C1/CC(c2ccccc2)Oc2ccccc21)c1ccccc1 (stereo not drawn)
    3%, 6%, 12%, -16%, ., -2%, -7%, -2%, -20%
CCOC(=O)N1CCN(C(=O)c2ccc3nc(-c4ccccc4)c(-c4ccccc4)nc3c2)CC1
    1%, 9%, ?, 0%, 0.0%, 28%, -17%, -6%, -18%
CCCn1c(SCC(=O)NNC(=O)c2ccc(C)cc2)nnc1C(C)C
    -2%, -7%, 27%[57.1 µM], -4%, 1.5%, 7%[57.1 µM], 25%, 0%, -10%
COc1ccc(N2CCN(C3(c4ccccc4)C(=O)c4ccccc4C3=O)CC2)cc1
    5%, 3%, -2%, -6%, 2.3%, -10%, -1%, -5%, -19%
O=C1C[C@@H]2c3c(cccc3CN1Cc1ccccc1Cl)C[C@@H](O)[C@H]2O
    2%, 4%, 9%[57.1 µM], 2%, ., 10%[57.1 µM], -13%, 6%, -28%
COc1cccc(C(C(=O)NC2CCCC2)N(C(=O)c2ccco2)c2ccccc2)c1OC (stereo not drawn)
    -1%, 30%, 10%[57.1 µM], 2%, 1.7%, 3%[57.1 µM], -16%, -3%, -7%
COc1ccc(-n2c(C)cc(C(=O)CSc3nnc(-c4ccoc4C)n3C)c2C)cc1
    3%, 21%, 17%[57.1 µM], -9%, 1.1%, 11%[57.1 µM], 15%, 22%, -2%
CC(C)n1c(SCC(=O)Nc2ccccc2N2CCCCC2)nc2c1c(=O)n(C)c(=O)n2C
    0%, 10%, 0%, 0%, 3.0%, -4%, 13%, -7%, 0%
Cc1c(OCC(=O)NCCN2CCOCC2)ccc2c3c(c(=O)oc12)CCC3
    10%, -34%, 16%, -2%, 5.9%, 17%, 9%, -9%, -15%
CCOC(=O)c1c(NC(=O)CN2CCOCC2)sc2c1CC(C)(C)OC2
    -1%, -6%, -5%, -7%, -0.8%, -8%, -15%, -1%, -17%
CCN(Cc1nc2cc(Cl)ccc2c(=O)[nH]1)C(=O)COc1ccccc1Cc1ccccc1
    -9%, 9%, 24%, 2%, -0.6%, 6%, i, 5%, -25%
CCOc1ccc(CC(=O)NC2CCN(Cc3ccccc3)CC2)cc1
    1%, 6%, 23%, 1%, 0.8%, -1%, -42%, -4%, -11%
Cc1ccc(SC(=O)c2c([N+](=O)[O-])c(C)nn2C)cc1
    -14%, 21%, ?, -13%, -0.6%, 8%[57.1 µM], -56%, -6%, -11%
Cc1cc(C(=O)OCCN2C(=O)c3ccccc3C2=O)c2ccccc2n1
    ?, 10%, 11%[57.1 µM], -11%, 4.2%, 6%[57.1 µM], -23%, 2%, -19%
CC1CCCCN1Cc1nc2ccccc2c(=O)[nH]1 (stereo not drawn)
    0%, 13%, 1%, ?, -2.1%, -7%[57.1 µM], ?, -5%, -2%

Some of these compounds in order of their number in TrxR1 substrate, rising.
SMILES | Vif-A3G inh | RGS4 inh | rTrxR1 inhibitor | TrxR1 substrate | ALOX12 inh | USP1-UAF1 inh
CC(C)n1c(SCC(=O)Nc2ccccc2N2CCCCC2)nc2c1c(=O)n(C)c(=O)n2C | 0% | 10% | 0% | -4% | 13% | 0%
O=S(=O)(N/N=C1/CC(c2ccccc2)Oc2ccccc21)c1ccccc1 (stereo not drawn) | 3% | 6% | 12% | -2% | -7% | -20%
Cc1c(OCC(=O)NCCN2CCOCC2)ccc2c3c(c(=O)oc12)CCC3 | 10% | -34% | 16% | 17% | 9% | -15%

Compound activity as filed in PubChem.

Not all compounds are listed (hit frequency here may not be typical).
